AID2073: inhibitors of Mint1-CaV2.2 protein interaction, biochemical, HTRF (AID 2073); inhibition, % at 20 µM, or IC50 in µM where a hit was titrated; HTRF protein-protein interaction, Mint1-CaV2.2; higher % means a stronger effect; 290,000 compounds, 0.19% hits; in the data active = inhibition mostly above about 51%, no sharp cut-off; inconclusive = no clear call, values can overlap the other calls; inactive = mostly below about 53%; also: some results filed as inactive read as strong as hits
HIV fusion peptide: inhibitors of HIV fusion peptide binding, primary screen, biochemical, uHTS, fluorescence dequenching (AID 1986); 290,000 compounds, 0.3% hits; cell-free peptide binding, fluorescence dequenching, 30 min; higher % means a stronger effect; one-dose inhibition, % at 20 µM; IC50 in µM for titrated hits; in the data active = inhibition mostly above about 52%, no sharp cut-off; inactive = mostly below about 76%; also: some results filed as inactive read as strong as hits
NS5 inhibitors: flavivirus cap methylation enzyme inhibition – biochemical, confirmation dose response, primary screen (AID 588689) | Dengue-2 NS5 methyltransferase capping enzyme assay, biochemical; higher % means a stronger effect | one-dose inhibition, % at 25 µM; IC50 in µM for titrated hits | 340,000 compounds, 0.3% hits; in the data active = a potency from the dose series; inconclusive = inhibition above about 29% without an active follow-up result
XIAP displacement: XIAP antagonists, biochemical, IAP family, fluorescence polarization (AID 1018); XIAP BIR domain, fluorescence polarization peptide displacement; higher % means a stronger effect; 200,000 compounds, 0.007% hits; displacement, % at 20 µM, or IC50 in µM where a hit was titrated; in the data active = displacement above about 50%; also: a part of the inactive calls stands beside numbers as strong as those of hits
HEK293 NOD2/NF-kB: inhibition of NOD2-driven NF-kB reporter – cell-based, luminescence, uHTS, HEK293 (AID 1566); HEK293 NOD2/NF-kB luciferase reporter, luminescence; higher % means a stronger effect; 290,000 compounds, 0.63% hits; inhibition, % at 4 µM, or EC50 in µM where a hit was titrated; also: many of its hits are not listed in these tables
Myeloid diff MLP: promotes myeloid progenitor differentiation; ER-HoxA9 myeloid progenitors, lysozyme-GFP differentiation, flow cytometry; calls only at 10 µM; 360,000 compounds, 1% hits; AID 624256;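 active = normalized GFP-positive differentiation at or above the plate's own cutoff, the solvent-only control mean plus 3 SD; inconclusive = no clear call, values can overlap the other calls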;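 also: cells exposed to compound for four days before flow analysis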
SIAH1 antagonists: Siah-1 peptide-binding antagonists, primary screen, biochemical, fluorescence polarization, rhodamine-plectin, uHTS (AID 1817) | Siah-1 / rhodamine-plectin peptide fluorescence polarization; higher % means a stronger effect | one-dose displacement, % at 20 µM; IC50 in µM for titrated hits | 290,000 compounds, 0.02% hits;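 active = displacement of at least 50% at 20 µM, with a fluorescence ratio check between 0.3 and a set limit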;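 also: plate controls were Siah plus tracer with DMSO for no effect and tracer alone without Siah for full effect; strong numbers were not always called active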
Lipid droplet: modulators of hepatic lipid droplet formation; AML12 mouse hepatocytes, oleate lipid droplets, BODIPY imaging; 240,000 compounds, 0.4% hits; inhibition, % at 6.5 µM; AID 1656;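 active = lipid droplet intensity inhibited by at least 50%, with more than 500 cells counted; inconclusive = wells with under 300 cells, treated as cytotoxic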
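Assay system: AML12 hepatocytes (mouse) / Also added: 100 µM oleic acid challenge / Times: overnight treatment with compound plus oleate / Detection: high-content imaging of BODIPY-stained droplets and DAPI nuclei / Evaluation: % inhibition of lipid droplet signal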
LYP inhibition: inhibitors of LYP phosphatase, biochemical, fluorescence intensity, uHTS (AID 1779). 290,000 compounds, 0.054% hits. recombinant LYP phosphatase, fluorescence intensity; higher % means a stronger effect. inhibition, % at 11.5 µM, or IC50 in µM where a hit was titrated;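 also: plate controls were vehicle with enzyme for no effect and no enzyme for full effect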
Lipid droplet cells 6.5 µM: recorded beside Lipid droplet, whose call it bears; cell count; measured here: cell count, cytotoxicity flag;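 cells counted across two imaged fields per well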
NS5 inhibitors pilot replicate: further read-out of NS5 inhibitors, marked with its call; inhibition, %; measured here: pilot screen replicate inhibition
Myeloid diff MLP GFP+ MAC1+ %: recorded beside Myeloid diff MLP, whose call it bears; GFP+ MAC1+ double positive, %; measured here: differentiation confirmed by MAC1 staining
Starred values were filed as active, the others as inactive; i = inactive; ? = inconclusive; . = not tested or not shown. Rule as the data show it, unless noted: active = inhibition above about 50%; inactive = the rest. This is a subset, so the mix of outcomes need not match the whole.

Start of the listing, in advance, 3 compounds:
SMILES	AID2073	HIV fusion peptide	NS5 inhibitors	XIAP displacement	HEK293 NOD2/NF-kB	Myeloid diff MLP	Myeloid diff MLP GFP+ MAC1+ %	SIAH1 antagonists	Lipid droplet	Lipid droplet cells 6.5 µM	LYP inhibition	others
Cc1cc(C)n(-c2c(F)c(F)c(CN3CCCCC3)c(F)c2F)n1	-3%	-2.4%	-1%	-8.4%	24%	i	0.7	-2%	-11	696	-2%
CC1(C)CC2CC(C)(CN2C(=O)c2cc(-c3ccc(F)cc3)on2)C1 (centres undefined)	8%	3.0%	-3%	.	-3%	i	2.8	3%	-1	764	4%
Cc1ccccc1NC(=O)NCCCCc1ccccc1	9%	1.4%	-5%	.	-17%	i	0.6	10%	-1	838	-4%

Results, repeating the preview:
SMILES	AID2073	HIV fusion peptide	NS5 inhibitors	XIAP displacement	HEK293 NOD2/NF-kB	Myeloid diff MLP	Myeloid diff MLP GFP+ MAC1+ %	SIAH1 antagonists	Lipid droplet	Lipid droplet cells 6.5 µM	LYP inhibition	others
Cc1cc(C)n(-c2c(F)c(F)c(CN3CCCCC3)c(F)c2F)n1	-3%	-2.4%	-1%	-8.4%	24%	i	0.7	-2%	-11	696	-2%
CC1(C)CC2CC(C)(CN2C(=O)c2cc(-c3ccc(F)cc3)on2)C1 (centres undefined)	8%	3.0%	-3%	.	-3%	i	2.8	3%	-1	764	4%
Cc1ccccc1NC(=O)NCCCCc1ccccc1	9%	1.4%	-5%	.	-17%	i	0.6	10%	-1	838	-4%
Cc1ccc(S(=O)(=O)N(CC(=O)NN=C2CCN(C)CC2)c2ccc(F)cc2)cc1	6%	0.0%	.	0.1%	6%	i	0.1	6%	19	665	-1%
COc1cc2[nH]c(=O)c(C(=O)NCc3ccc(F)cc3)c(O)c2cc1OC	34%	1.9%	-2%	.	-77%	i	0.9	-3%	7	873	-11%
Cc1ccc(NC2=Nc3ccccc3CC2)cc1	2%	-3.6%	-8%	-5.1%	-126%	.	.	0%	5	759	-7%
CC(=C/c1ccccc1)/C=C1/SC(N2CCOCC2)=NC1=O	-4%	-0.4%	-1%	-2.4%	-41%	i	0.2	1%	.	.	-4%
O=C(CCC(=O)NCCO)NCCO	7%	0.0%	-5%	-5.3%	4%	i	0.5	4%	13	712	-3%
CS(=O)(=O)N1N=C(c2cccs2)CC1c1ccc(F)cc1 (centres undefined)	44%	-0.1%	-11%	.	-39%	i	0.1	-2%	1	722	-8%
COc1ccc(-c2nnc(OCc3nc4ccccc4n3C)c3ccccc23)cc1	0%	-0.3%	3%	-5.5%	4%	i	0.8	3%	-20	547	-2%
CCCc1cc(-c2nc(N)ncc2-c2ccc3c(c2)OCCCO3)c(O)cc1OC	5%	-0.9%	-9%	0.2%	13%	i	1.0	2%	2	685	8%
Cc1cc(C)n2nc(C(=O)Nc3cccnc3)nc2n1	5%	2.1%	-7%	-1.7%	-1%	i	0.5	-8%	1	745	-15%
CCOC(=O)c1cc(-c2ccc(OC)cc2)nc2c1c(C)nn2CCC#N	33%	-1.3%	-5%	-1.9%	-32%	i	0.4	2%	13	761	3%	NS5 inhibitors pilot replicate=-0.8
O=C(NCCc1ccc(F)cc1)c1cc2ccccc2oc1=O	12%	-1.3%	-3%	.	8%	i	0.5	14%	13	668	-8%
Brc1c(C[n+]2ccccc2)nc2ccccn12	-6%	-0.7%	.	.	11%	i	0.5	-6%	38	654	-8%
COc1ccc(NC2CCCN(C(=O)CCc3cn[nH]c3)C2)cc1 (centres undefined)	4%	-0.1%	6%	.	-2%	i	1.3	3%	-4	827	-10%
Cc1ccc(C)c(S(=O)(=O)Nc2ccc(C(=O)NCCCN3CCCC3=O)cc2)c1	-2%	0.7%	0%	.	-8%	i	0.9	-3%	26	830	-8%
C/C(CCCO)=N/Nc1ccc([N+](=O)[O-])cc1[N+](=O)[O-]	1%	-2.6%	1%	-8.4%	-27%	i	0.8	-2%	-3	704	-3%
CC(C)(C)C1CCC(OC(=O)CN2CCOCC2)CC1 (centres undefined)	-7%	1.2%	2%	-1.0%	-8%	i	0.4	3%	9	743	-10%
COc1ccc(S(=O)(=O)NCc2cccnc2)c2ccccc12	6%	0.0%	7%	.	-18%	i	1.2	0%	8	637	-7%
COc1ccc(OCc2nnc(SCC(=O)N3CCCc4ccccc43)n2-c2ccc(C)cc2)cc1	3%	-2.8%	-13%	-6.1%	-4%	i	3.2	2%	-27	783	1%
Cc1nc2cc(NC(=O)N3c4ccccc4CC3C)ccc2o1 (centres undefined)	-4%	-2.5%	3%	-9.1%	-94%	.	.	5%	-23	723	-6%
CC(C)(C)c1ccc(OCC(=O)NNC(=O)Cc2cccs2)cc1	-12%	-2.2%	-5%	-2.7%	0%	i	0.5	0%	.	.	-1%
[O-]/[N+](=C\c1ccncc1)c1ccc(Br)cc1	8%	0.4%	9%	-7.2%	-42%	i	0.8	6%	-3	677	-5%
CCOC(=O)N1CCN(C(=O)C2CCN(S(=O)(=O)c3cc(OC)ccc3OC)CC2)CC1	-4%	-0.4%	-7%	-6.7%	6%	i	0.1	-1%	-10	674	-4%

Next part.
SMILES	AID2073	HIV fusion peptide	NS5 inhibitors	XIAP displacement	HEK293 NOD2/NF-kB	Myeloid diff MLP	Myeloid diff MLP GFP+ MAC1+ %	SIAH1 antagonists	Lipid droplet	Lipid droplet cells 6.5 µM	LYP inhibition	others
CCCC(=O)C1=C(O)C(C(=O)OC)C(C)(C)CC1=Nc1cccc2ccccc12 (centres undefined)	22%	0.1%	-2%	-7.9%	13%	.	.	-4%	-39	712	-2%
CCc1ccc(C2C(C#N)=C(N)N(N(C)C)C3=C2C(=O)CCC3)cc1 (centres undefined)	0%	-1.7%	1%	.	10%	i	0.6	-2%	0	829	-6%
CCOc1ccc(NC(=O)CC2C(=O)N(C)C(=S)N2Cc2ccc3c(c2)OCO3)cc1 (centres undefined)	-14%	16%	-11%	-5.8%	-16%	i	0.6	4%	-15	739	-2%
Cn1c2c(c3ccccc31)CCN1CCC[C@]21c1ccccc1	8%	-0.1%	-2%	.	-4%	i	0.5	-4%	-31	430	-5%
CCOC(=O)CCC(=O)Nc1ccc(S(=O)(=O)N2CCCC2)cc1	0%	-0.6%	-2%	-4.8%	20%	i	4.9	5%	-2	661	-2%
COc1ccc2c(=O)cc(-c3ccccc3)n(C)c2c1	12%	0.0%	-5%	-4.9%	3%	i	1.3	0%	-16	750	-4%
C=CCSC1=C(C#N)C(c2ccccc2OC)CC(=O)N1 (centres undefined)	20%	0.6%	-12%	-8.4%	3%	i	1.0	1%	.	.	-7%
O=S(=O)(c1ccc(Cl)cc1)N1CCCc2ccccc21	?	0.7%	-12%	.	5%	i	0.6	-3%	-12	785	-5%
CCCn1c(CNc2ccccc2O)nc2ccccc21	-6%	12%	-1%	-22%	-8%	i	1.8	4%	-5	780	0%
Cc1ccccc1OCC(=O)NCc1ccccc1	-2%	-0.6%	3%	-1.8%	-14%	i	0.8	3%	-2	716	-8%
N/C(=N\N=C\c1cccs1)SC1CC(=O)N(c2ccc(Br)cc2)C1=O (centres undefined)	11%	1.8%	-7%	-2.2%	9%	i	0.3	6%	7	679	2%
CCCN(CCC)S(=O)(=O)c1ccc(C(=O)N2CCCc3ccccc32)cc1	-6%	-2.6%	-1%	0.6%	9%	i	0.4	2%	-14	777	3%
COc1ccc(C(C)N2CC34C=CC(O3)C(C(=O)O)C4C2=O)cc1 (centres undefined)	3%	2.5%	-6%	-3.4%	-4%	i	0.4	-3%	-1	702	-6%
CC(=O)N(C1=C(N2CCOCC2)C(=O)c2ccccc2C1=O)c1ccc(C(=O)O)cc1	-36%	5.2%	24%	.	16%	i	0.6	0%	-1	753	-4%
Cn1c(=O)c2c(nc(N3CCCC3)n2CC(O)CO)n(C)c1=O (centres undefined)	3%	2.1%	2%	-4.8%	6%	i	7.0	-1%	11	731	-4%
Cc1nc(C(=O)NC2CCOCC2)sc1C1(C)CC(c2ccccc2)=NO1 (centres undefined)	2%	-1.3%	-10%	.	-13%	i	1.3	0%	10	696	-6%
Cc1cc(C)cc(NC(=S)N(Cc2ccc(Cl)cc2)Cc2ccc(C(=O)O)cc2)c1	-11%	31%	92µM*	-22%	0%	i	0.5	6%	6	720	3%
CCc1ccc(-c2nc(SCC(=O)N(CCOC)c3c(N)n(Cc4ccccc4)c(=O)[nH]c3=O)n[nH]2)cc1	12%	-0.9%	-5%	.	14%	i	5.8	4%	-13	791	-12%
CC(=O)Nc1ccc(S(=O)(=O)N2CCN(C(=O)N3CCCCCC3)CC2)cc1	2%	0.7%	5%	-0.4%	-1%	i	0.5	2%	23	724	0%
CSc1cccc(CNC(=O)C2CCC(=O)N(Cc3cccc(C(F)(F)F)c3)C2)c1 (centres undefined)	0%	0.5%	-4%	.	-18%	i	2.1	4%	-12	684	-6%
O=C(CC1CCCC1)Nc1ccc(Br)cc1	14%	1.5%	1%	.	-40%	i	0.4	-1%	-6	792	-6%
CCCS(=O)(=O)N1CCc2ccc(NC(=O)C3CCCO3)cc2C1 (centres undefined)	-5%	-1.0%	-1%	.	2%	i	0.7	1%	0	833	-11%
CCOCCCNC(=O)c1c(C)c(C(=O)OCC)n(C)c1C	0%	-2.0%	-7%	-6.0%	7%	i	0.7	0%	-18	711	2%

At a glance, part of the list above:
SMILES	AID2073	HIV fusion peptide	NS5 inhibitors	XIAP displacement	HEK293 NOD2/NF-kB	Myeloid diff MLP	Myeloid diff MLP GFP+ MAC1+ %	SIAH1 antagonists	Lipid droplet	Lipid droplet cells 6.5 µM	LYP inhibition	others
CSc1cccc(CNC(=O)C2CCC(=O)N(Cc3cccc(C(F)(F)F)c3)C2)c1 (centres undefined)	0%	0.5%	-4%	.	-18%	i	2.1	4%	-12	684	-6%
O=C(CC1CCCC1)Nc1ccc(Br)cc1	14%	1.5%	1%	.	-40%	i	0.4	-1%	-6	792	-6%
CCCS(=O)(=O)N1CCc2ccc(NC(=O)C3CCCO3)cc2C1 (centres undefined)	-5%	-1.0%	-1%	.	2%	i	0.7	1%	0	833	-11%
